Assay outcomes from PubChem BioAssay.
NCI-60 one-dose screen, 48 h, at 10 µM unless noted. Numbers give growth in % (100 = growth as untreated, 0 = no growth, -100 = all killed).
OVCAR-4: OVCAR-4 ovarian cancer cells | 3.7% of 80,000 active | AID 1794784
OVCAR-3: OVCAR-3 ovarian cancer | 7% of 79,000 active | AID 1794787
DU-145: DU-145 prostate cancer | 4.2% of 81,000 active
SK-OV-3: SK-OV-3 ovarian cancer cells. 3.2% of 80,000 active. AID 1794785
U251: U251 CNS tumor cells. 5.4% of 80,000 active
OVCAR-8: OVCAR-8 ovarian cancer. 4.4% of 81,000 active
PC-3: PC-3 prostate cancer cells | 3.9% of 80,000 active | AID 1794754
OVCAR-5: OVCAR-5 ovarian cancer; 2.9% of 82,000 active; AID 1794783
SF-295: SF-295 CNS cancer cells. 5.6% of 79,000 active. AID 1794758
* marks the source's active call; other numbers are inactive results; [ ] = dose if it differs, or a comment. Rule for the calls: active = growth percent below 10; inactive = the rest. Not a hit list; 11% or so of the library scored in one or more.

For c1ccc2c(-c3cn4ccnc4c(-c4ccc5c(c4)ncn5C4CCCCC4)n3)cccc2c1 the results were OVCAR-4 85, OVCAR-3 96, DU-145 94, SK-OV-3 103, U251 72, OVCAR-8 76, PC-3 61, OVCAR-5 108 and SF-295 92.
`CCOC(=O)C(C#N)=C1CCN(C)CC1` gave OVCAR-4 119, OVCAR-3 117, DU-145 123, SK-OV-3 118, U251 104, OVCAR-8 93, PC-3 88, OVCAR-5 111 and SF-295 103.
Screening CC(=O)Oc1ccc2c(c1)oc(=O)c1c3ccc(OC(C)=O)cc3oc21 returned OVCAR-4 107, OVCAR-3 106, DU-145 101, SK-OV-3 121, U251 108, OVCAR-8 106, PC-3 91, OVCAR-5 99 and SF-295 101.
CC/C(Cc1ccccc1)=C(\c1ccc(OCCN(C)C)cc1)c1ccc(OC(=O)NCc2ccccc2)cc1 was read as OVCAR-4 85, OVCAR-3 85, DU-145 95, SK-OV-3 105, U251 82, OVCAR-8 95, PC-3 83, OVCAR-5 93 and SF-295 101.
`CCN1C(=O)N(CC)C2Nn3c(s/c(=C\c4cccc([N+](=O)[O-])c4)c3=O)=NC21` (stereo not given) gave OVCAR-4 60, OVCAR-3 9.2*, DU-145 31, SK-OV-3 52, U251 34, OVCAR-8 45, PC-3 36, OVCAR-5 45 and SF-295 31.
For O=C(CSc1nc2ccccc2c(=O)n1-c1ccccc1)Nc1ccc(-c2nc3ccccc3[nH]2)cc1 the results were OVCAR-4 109, OVCAR-3 114, DU-145 106, SK-OV-3 119, U251 104, OVCAR-8 102, PC-3 104, OVCAR-5 102 and SF-295 107.
Screening COc1ccc(CN2CC3CC3(COc3nc(C)cs3)C2)cc1F (stereo not given) returned OVCAR-4 102, OVCAR-3 107, DU-145 106, SK-OV-3 111, U251 96, OVCAR-8 101, PC-3 99, OVCAR-5 100 and SF-295 101.
For CCOC(=O)c1cn2ncnc(Oc3ccc(NC(=O)NC4CCCCC4)c(Cl)c3)c2c1C the results were OVCAR-4 -0.7*, OVCAR-3 109, DU-145 96, SK-OV-3 108, U251 49, OVCAR-8 74, PC-3 68, OVCAR-5 94 and SF-295 97.
For CC[N+](CC)=c1sc2c(s1)C(c1ccc(Cl)cc1)Oc1ccc(Cl)cc1-2 (stereo not given) the results were OVCAR-4 9.3*, OVCAR-3 2.0*, DU-145 24, SK-OV-3 -6.2*, U251 -54*, OVCAR-8 11, PC-3 3.9*, OVCAR-5 15 and SF-295 3.0*.
Screening OC(CC1CCCC(CC(O)c2ccccc2)N1CCc1ccccc1)c1ccccc1 (stereo not given) returned OVCAR-4 115, OVCAR-3 111, DU-145 109, SK-OV-3 102, U251 96, OVCAR-8 117, PC-3 100 and OVCAR-5 108.
Screening NC(=O)CC1CCC(c2ccccc2)CC1 (stereo not given) returned OVCAR-4 92, OVCAR-3 102, DU-145 103, SK-OV-3 98, U251 103, OVCAR-8 102, PC-3 97, OVCAR-5 101 and SF-295 96.
For Cc1ccc(C(N)=O)cc1 the results were OVCAR-4 108, OVCAR-3 116, DU-145 114, SK-OV-3 116, U251 105, OVCAR-8 108, PC-3 104, OVCAR-5 95 and SF-295 120.
`Cc1nn2c(-c3nc4c(C)c(C)ccc4[nH]3)c(-c3ccccc3)nc2s1` gave OVCAR-4 102, OVCAR-3 108, SK-OV-3 111, U251 100, OVCAR-8 97, PC-3 89, OVCAR-5 101 and SF-295 87.
Screening N#CC1=C(N)Oc2c(c(=O)[nH]c3ccc(Cl)cc23)C12C(=O)Nc1ccccc12 (stereo not given) returned OVCAR-4 102, OVCAR-3 106, DU-145 108, SK-OV-3 97, U251 94, OVCAR-8 93, PC-3 97 and OVCAR-5 108.
COc1ccc(-c2c(C#N)c(N)n(-c3cccc(C(F)(F)F)c3)c(=O)c2C#N)cc1 was read as OVCAR-4 99, OVCAR-3 105, DU-145 109, SK-OV-3 111, U251 100, OVCAR-8 104, PC-3 105, OVCAR-5 100 and SF-295 103.
`O=C1CCC/C=C\C[C@H]2C=C(Cl)C(=O)/C2=C/C[C@H](CCCCC(F)(F)F)OC(=O)CCC/C=C\C[C@H]2C=C(Cl)C(=O)/C2=C/C[C@H](CCCCC(F)(F)F)O1` gave OVCAR-4 20[7.5 µM], OVCAR-3 -81*[7.5 µM], DU-145 0.3*[7.5 µM], SK-OV-3 -2.9*[7.5 µM], U251 -68*[7.5 µM], OVCAR-8 -4.7*[7.5 µM], PC-3 -45*[7.5 µM], OVCAR-5 -34*[7.5 µM] and SF-295 -38*[7.5 µM].
CCC(C)c1ccccc1OCC(C)OC(=O)Cc1ccccc1 (stereo not given) was read as OVCAR-4 108, OVCAR-3 106, DU-145 106, SK-OV-3 95, U251 87, OVCAR-8 98, PC-3 70, OVCAR-5 96 and SF-295 100.
Screening O=C(O)C1CCCN1C(=O)c1ccc(Cl)cc1 (stereo not given) returned OVCAR-4 97, OVCAR-3 106, DU-145 107, SK-OV-3 97, U251 97, OVCAR-8 98, PC-3 98, OVCAR-5 97 and SF-295 93.
Cn1c(=O)c2c(c3ccccc31)OC(N)=C(C#N)C21C(=O)c2cccc3cccc1c23 (stereo not given) was read as OVCAR-4 91, OVCAR-3 99, DU-145 106, SK-OV-3 109, U251 95, OVCAR-8 103, PC-3 94, OVCAR-5 93 and SF-295 104.
For N/N=C1\CCC(C(=O)NN)C1 (stereo not given) the results were OVCAR-4 118, OVCAR-3 114, DU-145 113, SK-OV-3 108, U251 100, OVCAR-8 111, PC-3 97, OVCAR-5 109 and SF-295 112.
Screening CCN(CC)c1ccc2cc(C(Nc3ccc(C)cc3)c3nnnn3C(C)(C)C)c(=O)oc2c1 (stereo not given) returned OVCAR-3 101, DU-145 105, SK-OV-3 102, U251 89, OVCAR-8 98, PC-3 74, OVCAR-5 101 and SF-295 102.
Screening Cc1c(Cc2ccccc2)c(=O)oc2c(C)c(OCC(=O)n3[nH]c(=O)cc3N)ccc12 returned OVCAR-4 96, OVCAR-3 100, DU-145 106, SK-OV-3 99, U251 96, OVCAR-8 100, PC-3 85, OVCAR-5 107 and SF-295 99.
`CCNc1nc2cc3c(C)c(CC)c(=O)oc3c(C)c2o1` gave OVCAR-4 117, OVCAR-3 102, DU-145 100, SK-OV-3 81, U251 97, OVCAR-8 92, PC-3 81, OVCAR-5 108 and SF-295 103.
For OCCNc1nc(Nc2ccc(Cl)cc2)nc(Nc2ccc(C3=NN(c4cc(Cl)cc(Cl)c4)C(c4ccc(C(F)(F)F)cc4)C3)cc2)n1 (stereo not given) the results were OVCAR-4 109, OVCAR-3 106, DU-145 111, U251 96, OVCAR-8 99, PC-3 106, OVCAR-5 90 and SF-295 102.
Screening CN(C)Cc1ccc[nH]1 returned OVCAR-4 109, OVCAR-3 99, DU-145 115, SK-OV-3 106, U251 108, OVCAR-8 95, PC-3 99, OVCAR-5 76 and SF-295 90.
Screening O=C1C(Cl)=C(Cl)C(=O)c2cc(Cl)c(Cl)cc21 returned OVCAR-4 84, OVCAR-3 98, DU-145 101, SK-OV-3 98, U251 115, OVCAR-8 103, PC-3 87, OVCAR-5 94 and SF-295 104.
`Cc1ccc(Nc2nnc(-c3ccc(Cl)cc3)o2)cc1` gave OVCAR-4 111, OVCAR-3 105, DU-145 103, SK-OV-3 98, U251 97, OVCAR-8 102, PC-3 93, OVCAR-5 109 and SF-295 102.
For COc1ccc(/C=C2\N=C(Nc3ccccc3)N(/N=C/N(C)C)C2=O)cc1 the results were OVCAR-4 96, OVCAR-3 100, DU-145 106, SK-OV-3 99, U251 95, OVCAR-8 99, PC-3 85 and OVCAR-5 145.
`Clc1ccc(OCCOc2ccc(Cl)cc2Cl)c(Cl)c1` gave OVCAR-4 103, OVCAR-3 99, DU-145 105, SK-OV-3 99, U251 104, OVCAR-8 110, PC-3 100, OVCAR-5 99 and SF-295 99.
N#CCC(=O)N/N=C\C(O)C(O)C(O)C(O)C(=O)O (stereo not given) was read as OVCAR-4 107, OVCAR-3 104, DU-145 102, SK-OV-3 97, U251 102, OVCAR-8 96, PC-3 95, OVCAR-5 111 and SF-295 137.
`CCOC(=O)C1=C(C)c2ccc(OC)c(OC)c2C1` gave OVCAR-4 85, OVCAR-3 117, DU-145 115, SK-OV-3 103, U251 90, OVCAR-8 96, PC-3 102, OVCAR-5 102 and SF-295 100.
For Cc1nn(-c2ccccc2)c(N)c1N=C1NC(=O)/C(=C/c2ccc(Br)cc2)S1 the results were OVCAR-4 96, OVCAR-3 72, DU-145 96, SK-OV-3 85, U251 77, OVCAR-8 99, PC-3 74, OVCAR-5 73 and SF-295 87.
NC(N)=NS(=O)(=O)c1ccc(N=Nc2c(N)[nH]n(-c3ccccc3)c2=O)cc1 was read as OVCAR-4 102, DU-145 109, SK-OV-3 120, U251 108, OVCAR-8 108, PC-3 98, OVCAR-5 101 and SF-295 100.
COc1ccc(C(=O)Nc2ccc(-n3cnc4ccccc43)cc2)cn1 was read as OVCAR-4 57, OVCAR-3 83, DU-145 85, SK-OV-3 94, U251 83, OVCAR-8 77, PC-3 66, OVCAR-5 95 and SF-295 63.
O=C(O)c1cccc(CN2CCN(c3cc4c(cc3F)c(=O)c(C(=O)O)cn4C3CC3)CC2)c1O was read as OVCAR-4 114, OVCAR-3 106, DU-145 112, SK-OV-3 101, U251 96, OVCAR-8 97, PC-3 94, OVCAR-5 102 and SF-295 104.
Screening Nc1ncnc2nc(/N=N/SCCC(=O)O)[nH]c12 returned OVCAR-4 105, DU-145 112, SK-OV-3 103, U251 105, OVCAR-8 102, PC-3 101, OVCAR-5 106 and SF-295 102.

2 neighbouring records already listed, for reference:
O=C(O)c1cccc(CN2CCN(c3cc4c(cc3F)c(=O)c(C(=O)O)cn4C3CC3)CC2)c1O was read as OVCAR-4 114, OVCAR-3 106, DU-145 112, SK-OV-3 101, U251 96, OVCAR-8 97, PC-3 94, OVCAR-5 102 and SF-295 104.
Screening Nc1ncnc2nc(/N=N/SCCC(=O)O)[nH]c12 returned OVCAR-4 105, DU-145 112, SK-OV-3 103, U251 105, OVCAR-8 102, PC-3 101, OVCAR-5 106 and SF-295 102.

Next section.
Screening CC(C)(C)C(=O)/C=C/c1cccc([N+](=O)[O-])c1 returned OVCAR-4 72, OVCAR-3 77, DU-145 80, SK-OV-3 100, U251 58, OVCAR-8 69, PC-3 66, OVCAR-5 98 and SF-295 105.
Cc1[nH]c(=O)[nH]c(=O)c1Cl was read as OVCAR-4 112, OVCAR-3 98, DU-145 104, SK-OV-3 90, U251 97, OVCAR-8 105, PC-3 87, OVCAR-5 96 and SF-295 98.
Screening CC(C)CC(N)C(=O)NCC(=O)O (stereo not given) returned OVCAR-4 103, OVCAR-3 128, DU-145 104, SK-OV-3 108, U251 108, OVCAR-8 105, PC-3 100, OVCAR-5 123 and SF-295 101.
`CCOc1cc(/C=C/C(=O)CC(=O)/C=C/c2ccc(OC(=O)CNc3nc4ccc(OC)cc4s3)c(OCC)c2)ccc1OC(=O)CNc1nc2ccc(OC)cc2s1` gave OVCAR-4 70, OVCAR-3 78, DU-145 16, SK-OV-3 89, U251 16, OVCAR-8 29, PC-3 35, OVCAR-5 99 and SF-295 64.
For NNC(=O)CSc1ncnc2c1c(-c1ccccc1)c(-c1ccccc1)n2-c1cccc(Cl)c1 the results were OVCAR-4 102, OVCAR-3 96, DU-145 97, SK-OV-3 70, U251 92, OVCAR-8 93, PC-3 83, OVCAR-5 94 and SF-295 99.
For CC(=O)NC(C)(C)C(=O)N1CCC[C@H]1C(=O)NC(C)(C)C(=O)N[C@@H](C)C(=O)NC(C)(C)C(=O)NC(C)(C)C(=O)N[C@@H](CCC(N)=O)C(=O)NC(C)(C)C(=O)N[C@H](C(=O)NC(C)(C)C(=O)NCC(=O)N[C@@H](CC(C)C)C(=O)NC(C)(C)C(=O)N1CCC[C@H]1C(=O)N[C@H](C(=O)NC(C)(C)C(=O)NC(C)(C)C(=O)N[C@@H](CCC(N)=O)C(=O)N[C@@H](CCC(N)=O)C(=O)N[C@H](CO)Cc1ccccc1)C(C)C)C(C)C the results were OVCAR-4 25[4.25 µM], OVCAR-3 26[4.25 µM], DU-145 43[4.25 µM], SK-OV-3 17[4.25 µM], U251 22[4.25 µM], OVCAR-8 46[4.25 µM], PC-3 15[4.25 µM], OVCAR-5 45[4.25 µM] and SF-295 22[4.25 µM].
For COc1ccc2[nH]cc(-c3nc(N)nnc3-c3ccccn3)c2c1 the results were OVCAR-4 106, OVCAR-3 120, DU-145 107, SK-OV-3 97, U251 92, OVCAR-8 95, PC-3 94, OVCAR-5 87 and SF-295 88.
For CCCCCNc1nc2ncnc(N)c2[nH]1 the results were OVCAR-4 100, OVCAR-3 104, DU-145 103, SK-OV-3 97, U251 89, OVCAR-8 97, PC-3 88, OVCAR-5 104 and SF-295 101.
COc1cccc(/C=C/c2nccc3ccccc23)c1OC was read as OVCAR-4 76, OVCAR-3 89, DU-145 89, SK-OV-3 109, U251 86, OVCAR-8 78, PC-3 90, OVCAR-5 105 and SF-295 101.
Screening COc1cc(OC)c(C(=O)/C=C/c2ccc(C#N)cc2)c(OC)c1 returned OVCAR-4 33, OVCAR-3 8.0*, DU-145 18, SK-OV-3 17, U251 13, OVCAR-8 12, PC-3 37, OVCAR-5 42 and SF-295 8.3*.

An excerpt from above in order of count of non-hydrogen atoms, ascending:
Cc1[nH]c(=O)[nH]c(=O)c1Cl was read as OVCAR-4 112, OVCAR-3 98, DU-145 104, SK-OV-3 90, U251 97, OVCAR-8 105, PC-3 87, OVCAR-5 96 and SF-295 98.
For COc1ccc2[nH]cc(-c3nc(N)nnc3-c3ccccn3)c2c1 the results were OVCAR-4 106, OVCAR-3 120, DU-145 107, SK-OV-3 97, U251 92, OVCAR-8 95, PC-3 94, OVCAR-5 87 and SF-295 88.
For NNC(=O)CSc1ncnc2c1c(-c1ccccc1)c(-c1ccccc1)n2-c1cccc(Cl)c1 the results were OVCAR-4 102, OVCAR-3 96, DU-145 97, SK-OV-3 70, U251 92, OVCAR-8 93, PC-3 83, OVCAR-5 94 and SF-295 99.
